TRPC6 inhibitor = blocks the mouse TRPC6 cation channel; Q61143; HEK293-TRPC6, membrane potential dye, ACh-evoked depolarization; hits give low values; B-score at 10 µM; hit rate 1.1% among 310,000;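 active means B-score under library mean minus 3 SD, initial fluorescence not abnormally high, positive integrated signal ratio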;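 further: B-score derived from integrated fluorescence ratio over the kinetic read; more negative B-score means stronger inhibition of depolarization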
Target sequence (Q61143 whole entry, looked up): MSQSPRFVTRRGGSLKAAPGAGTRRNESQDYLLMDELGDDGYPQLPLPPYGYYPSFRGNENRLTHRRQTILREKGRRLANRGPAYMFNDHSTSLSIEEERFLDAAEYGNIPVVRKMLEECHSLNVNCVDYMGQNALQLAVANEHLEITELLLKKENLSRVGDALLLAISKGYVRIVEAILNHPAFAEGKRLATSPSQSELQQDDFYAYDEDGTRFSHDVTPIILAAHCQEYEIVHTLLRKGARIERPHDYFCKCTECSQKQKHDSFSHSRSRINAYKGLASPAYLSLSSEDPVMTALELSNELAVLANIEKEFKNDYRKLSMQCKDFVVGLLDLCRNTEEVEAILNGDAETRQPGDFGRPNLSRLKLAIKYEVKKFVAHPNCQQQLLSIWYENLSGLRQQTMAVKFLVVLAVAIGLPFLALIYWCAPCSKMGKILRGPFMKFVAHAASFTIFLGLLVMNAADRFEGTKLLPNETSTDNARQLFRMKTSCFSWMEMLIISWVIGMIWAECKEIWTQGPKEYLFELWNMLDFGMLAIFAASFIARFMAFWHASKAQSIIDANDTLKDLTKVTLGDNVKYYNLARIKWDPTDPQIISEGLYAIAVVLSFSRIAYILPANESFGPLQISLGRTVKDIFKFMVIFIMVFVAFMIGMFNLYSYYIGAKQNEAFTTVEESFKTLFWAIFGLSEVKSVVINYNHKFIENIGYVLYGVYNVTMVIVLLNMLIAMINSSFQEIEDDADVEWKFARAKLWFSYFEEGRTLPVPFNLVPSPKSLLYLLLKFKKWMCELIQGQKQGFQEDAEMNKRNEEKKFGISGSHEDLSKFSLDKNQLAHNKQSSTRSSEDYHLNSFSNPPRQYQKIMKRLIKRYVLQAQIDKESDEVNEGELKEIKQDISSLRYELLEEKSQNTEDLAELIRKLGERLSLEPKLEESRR
TRPC4 potent = allosteric potentiators of mouse TRPC4 channel | Q9QUQ5 | HEK293 TRPC4beta/mu-opioid, DAMGO EC20, Fluo-4 Ca2+ flux; hits give high values | B-score at 10 µM | hit rate 0.42% among 310,000;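 active means B-score of calcium response area above 5 SD of library B-scores, with initial fluorescence ratio within 5 SD of library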;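 further: B-score of integrated fluorescence ratio over time as area under calcium response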
ANO1 activ = mouse TMEM16A channel activation, primary screen; Q8BHY3; B-score at 10 µM; HEK293 TMEM16A/YFP-H148Q/I152L, iodide quench fluorescence; hits give low values; AID 623877; hit rate 0.3% among 340,000;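 active means fluorescence-ratio B-score plate-corrected deviation score at least 3 library SD below zero, with starting fluorescence score within 5 deviations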;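 further: channel opened by trigger with iodide after compound preincubation; score built on the fluorescence ratio of max minus min over baseline; more negative score means more quench and so TMEM16A activation or potentiation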
ANO1 block = inhibitors of mouse TMEM16A calcium-activated chloride channel. Q8BHY3. HEK293 TMEM16A/YFP iodide influx fluorescence, ionomycin. normalized B-score (activity score, 25-100; higher = stronger inhibition) at 10 µM. hit rate 1.2% among 310,000. AID 588511;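 active means ratio plate-corrected score three or more library SD toward inhibition, starting fluorescence score within five deviations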;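 further: score derived from kinetic fluorescence span divided by baseline fluorescence per well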
TRPC6 activator = mouse TRPC6 channel activation | HEK293-TRPC6 membrane potential dye fluorescence; hits give high values | B-score at 10 µM | hit rate 0.13% among 310,000 | AID 2550;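 active means B-score of the integrated fluorescence ratio above library mean plus 3 SD, and starting fluorescence ratio within library mean plus 5 SD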;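 further: higher score means more depolarization so channel activation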
MrgX1 antag = antagonists of human MrgX1 receptor; MRGX1-HEK293 calcium flux, Fluo-4, BAM8-22 antagonism; hits give low values; hit rate 1.3% among 310,000; B-score at 10 µM;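 active means calcium-response B-score plate-corrected more than 3 library SD below zero, starting fluorescence within 5 deviations, no agonist response on first addition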;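 further: peak minus trough fluorescence over baseline after final BAM8-22 challenge near maximal dose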
SKKanGAS inh = inhibitors of SKKanGAS S. pyogenes growth in kanamycin (SK-promoter or general growth effect); inhibition, % at 7.5 µM; hit rate 1.3% among 300,000; BacTiter-Glo, 6 h;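 active means mean replicate score, as percent of positive control median, at least 50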;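 further: strain carries kanamycin resistance gene driven by streptokinase promoter and grows in 40 µg/ml kanamycin; loss of luminescence reflects streptokinase promoter inhibition or plain growth inhibition; 0% = median of DMSO wells and 100% = positive control at its reference dose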
MrgX1 allo act = allosterically activates human MrgX1 receptor signaling | MrgX1-HEK293, Fluo-4 calcium flux, FDSS; hits give high values | B-score at 10 µM | hit rate 0.63% among 310,000;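 active means plate-corrected calcium response at least 3 library SD above typical, normal starting fluorescence, not activating the receptor alone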;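 further: compound read alongside a low EC10 to EC30 dose of BAM8-22 agonist; peak minus trough fluorescence over baseline measured at the second addition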
MrgX1 ag = agonists of human MrgX1 receptor. MrgX1-HEK293 cells, Fluo-4 calcium fluorescence, agonist mode; hits give high values. hit rate 0.44% among 310,000. AID 588627. B-score at 10 µM;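 active means calcium response B-score plate-corrected fluorescence ratio at least 3 library SD, with starting fluorescence B-score inside 5 SD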
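Material: MrgX1-expressing HEK293 cells / Dosing: compound as first of three additions / Incubation: overnight seeding, then 1 h dark dye loading / Signal: Fluo-4 NW calcium fluorescence / Evaluation: B-scored fluorescence response ratio / Benchmarks: positive and negative control wells on each plate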
TRPC4 block = TRPC4 (mouse) channel inhibition. B-score at 10 µM. HEK293 TRPC4beta/mu-opioid, DAMGO-evoked Fluo4 calcium flux; hits give low values. AID 2247. hit rate 0.39% among 300,000. Q9QUQ5;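 active means B-score over 3 SD under the library average, no early fluorescence shift, positive overall ratio signal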
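Material: HEK293 cells with stable TRPC4beta plus mu-opioid receptor expression / Probe or stimulus: DAMGO in two steps, submaximal then maximal / Compound: single concentration per test compound / Technique: kinetic Fluo4 fluorescence imaging of calcium influx / Read-out: per-well B score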
TRPC4 act = TRPC4 (mouse) channel activation | Q9QUQ5 | HEK293 TRPC4beta/mu-opioid, Fluo4 calcium fluorescence; hits give high values | B-score at 10 µM | hit rate 0.49% among 310,000;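 active means B-score above 5 SD of library B-scores, and initial fluorescence ratio not above library mean plus 5 SD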;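 further: positive B-score marks a calcium rise read as TRPC4 activation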
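Assay system: HEK293 stable line with TRPC4beta plus mu-opioid receptor; schedule: 45 min room-temperature Fluo4 loading, 110 s read; technique: kinetic Fluo4 calcium fluorescence; evaluation: integrated baseline-normalised fluorescence ratio, converted to per-well B score; controls: buffer (low) and maximal DAMGO (high)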
* hit, by the source's call; i = inactive; nt = not tested or not shown; & = joins results of further samples. This is a random part of the collection; any-hit rate near 6.7%.

structure	MrgX1 ag	TRPC4 potent	TRPC6 inhibitor	TRPC4 act	ANO1 activ	TRPC4 block	MrgX1 allo act	MrgX1 antag	TRPC6 activator	ANO1 block	SKKanGAS inh
OC1(CNCc2cn[nH]c2-c2cc3ccccc3o2)CCCCC1	i	i	i	i	i	i	i	i	i	i	-6
Cc1ccc(N2C(=O)c3ccc(N)cc3C2=O)cc1C	i	i	i	i	i	i	i	i	i	i	4
NCCc1cnc[nH]1	i	i	i	i	i	i	i	i	i	i	1&-1
Cc1ccc(CN2CC(C(=O)N3CCN(S(=O)(=O)c4c(F)cccc4F)CC3)CC2=O)cc1 (stereo unspecified)	i	i	i	i	i	i	i	i	i	i	-9
Cc1ccc(C)c(NC(=O)CSc2nnc(CNC(=O)c3ccco3)n2C)c1	i	i	i	i	i	i	i	i	i	i	0
C/C(=N/NC(=O)CNC(=O)c1cccs1)c1ccco1	i	i	i	i	i	i	i	i	i	i	-6
CC1CC(C)CN(C(=O)c2cc3ccccc3o2)C1 (stereo unspecified)	i	i	i	i	i	i	i	i	i	i	-11
C=CCN(C(=O)Nc1ccc2oc(C)nc2c1)c1ccccc1	i	i	i	i	i	i	i	i	i	i	4
Cc1ccc(C)c(/C=C2\N=C(c3ccccc3F)OC2=O)c1	i	i	i	i	i	i	i	i	i	i	0
Cc1ccc2[nH]c(C(=O)O)c(-c3ccccc3)c2c1	i	i	i	i	i	i	i	i	i	i	-3
CCOc1ccc2nc(SCC(=O)NC(=O)NCc3ccco3)sc2c1	i	i	i	i	i	i	i	i	i	i	-3
S=c1[nH]nc(COc2ccccc2)n1/N=C/c1cccnc1	i	i	i	i	i	i	i	i	i	i	3
CS(=O)(=O)N(CC(=O)NCCSC1CCCCC1)c1ccccc1	i	i	i	i	i	i	i	i	i	i	-1
COc1ccc(/C=C/C(=O)NC(=S)Nc2ccc(S(N)(=O)=O)cc2)cc1OC	i	i	i	i	i	i	i	i	i	i	0
Cc1ccc(NC(=O)COc2coc(CN3CCc4ccccc4C3)cc2=O)c(C)c1	i	i	i	i	i	i	i	i	i	i	-12
CC1CCCC(C)N1C(=S)SCC(=O)O (stereo unspecified)	i	i	i	i	i	i	i	i	i	i	-17
CCOc1cc(/C=C2\SC(=N)N(c3nonc3N)C2=O)ccc1OCCN1CCOCC1	i	i	i	i	i	i	i	i	i	i	44
COC(=O)C1=C(C)N(Cc2ccccc2)C(=O)N[C@H]1c1ccc(Br)cc1	i	i	i	i	i	i	i	i	i	i	31
CN(c1ccc(C(=O)Nc2cccnc2)cc1)S(C)(=O)=O	i	i	i	i	i	i	i	i	i	i	nt
Nc1ccc(-c2sc(N)nc2-c2ccccc2)cc1	i	i	i	i	i	i	i	i	i	i	-1
O=C(CSc1nc2ncc(Cl)cc2[nH]1)c1c[nH]c2ccccc12	i	i	i	i	i	i	i	i	i	i	0
C=C(c1ccccc1)c1ccccc1N	i	i	i	i	i	i	i	i	i	i	11
Cc1cc(=O)[nH]c(N2CCCC2)n1	i	i	i	i	i	i	i	i	i	i	7
c1ccc(NCC2OCc3ccccc3CO2)cc1	i	i	i	i	i	i	i	i	i	i	4
CC(=O)c1ccc(NC(=O)c2ccc(N3C(=O)c4cccnc4C3=O)cc2)cc1	i	i	i	i	i	i	i	i	i	i	5
Cc1nc(SCc2ccccc2)[nH]c(=O)c1CC(=O)OCC(C)C	i	i	i	i	i	i	i	i	i	i	1
Cc1cnc(C(=O)OCC(=O)N2CCc3ccccc3C2)cn1	i	i	i	i	i	i	i	i	i	i	7
CCOc1ccc(S(=O)(=O)Oc2ccc3ccccc3c2)cc1	i	i	i	i	i	i	i	i	i	i	8
CC(=O)O[C@H]1C[C@@]2(C)[C@@H](C[C@@H](O)[C@H]3[C@@]4(C)CC[C@@H](O)[C@@H](C)C4CC[C@@]32C)/C1=C(\CCC=C(C)C)C(=O)O (stereo partly specified)	i	i	i	i	i	i	i	i	i	i	73*
O=C(CSc1nnc(NCc2ccccc2)s1)c1ccco1	i	i	i	i	i	i	i	i	i	i	-2
CCN(CC)CCCNC(=O)CCC(=O)NNc1nc2ccccc2c2nc(C)nn12	i	i	i	i	i	i	i	i	i	i	-4
Cc1cccc(OCC(=O)NNC(=O)CCCCC(=O)NNC(=O)COc2cccc(C)c2)c1	i	i	i	i	i	i	i	i	i	i	nt
COc1ccc(/C=N/NC(=O)CNC(=O)c2ccc(S(=O)(=O)N3CCOCC3)cc2)cc1OC	i	i	i	i	i	i	i	i	i	i	-5
O=C(CC1NCCc2ccccc21)Nc1ccc(Oc2ccccc2)cc1 (stereo unspecified)	i	i	i	i	i	i	i	i	i	i	15
CC(C)Oc1ccc(C(=O)Nc2nnc(SCC(=O)N3CCOCC3)s2)cc1	i	i	i	i	i	i	i	-4.9*	i	i	-2
CN1CCC(N(C)S(=O)(=O)c2ccc(Cl)cc2)CC1	i	i	i	i	i	i	i	i	i	i	0
COC(=O)c1c(NC(=O)CN2CCC(C)CC2)c2c(C)cccc2n1C	nt	i	i	i	nt	i	nt	nt	i	nt	-5
COc1cc2ccccc2cc1C(=O)Nc1ccccc1N1CCCC1	i	i	i	i	i	i	i	i	i	i	36
C/C(N)=C(/C#N)C(=O)COC(=O)c1cc2c(s1)CCC(C)C2 (stereo unspecified)	i	i	i	i	i	i	i	i	i	i	-3
Cc1ccccc1-c1nc(CS(=O)CC(=O)NCc2ccccn2)c(C)o1 (stereo unspecified)	i	i	i	i	i	i	i	i	i	i	3
Cc1ccc(C)c(N2CCN(C(=O)c3ccc(CS(=O)Cc4ccc(Cl)cc4)o3)CC2)c1 (stereo unspecified)	i	i	i	i	i	i	i	i	i	i	-1
O=C(COc1ccccc1)NNC(=O)c1cc2ccccc2oc1=O	i	i	i	i	i	i	i	i	i	i	1
N#Cc1nc(-c2ccc(OCc3ccccc3)cc2)oc1N1CCC(C(N)=O)CC1	i	i	i	i	i	i	i	i	i	i	6
Cc1ccc(S(=O)(=O)NCCCCCC(=O)NCCc2ccccc2)cc1	i	i	i	i	i	i	i	i	i	i	-1
COc1ccccc1NC(=O)CSc1nccn1Cc1ccc(F)cc1	i	i	i	i	i	i	i	i	i	i	24
FC(F)(F)c1cnc(NNC(=S)Nc2ccccc2Cl)c(Cl)c1	i	i	i	i	i	i	i	i	i	i	4
c1cc2c(nn1)CCc1nonc1-2	i	i	i	i	i	i	i	i	i	i	-2
COC(=O)c1ccc(C2c3c(oc4cc(C)c(C)cc4c3=O)C(=O)N2CCCN(C)C)cc1 (stereo unspecified)	i	i	i	i	nt	i	i	i	i	i	-3
O=C(CNC(=O)c1ccccc1Cl)Nc1ccc(F)cc1	i	i	i	i	i	i	i	i	i	i	-5
CCCCn1c(N)c(N(Cc2ccccc2OC)C(=O)CN2C(=O)NC3(CCCC3)C2=O)c(=O)[nH]c1=O	i	i	i	i	i	i	i	i	i	i	-10
Cc1ccc(C(=O)O)cc1NC(=S)NC(=O)C(c1ccccc1)c1ccccc1	i	i	i	i	i	i	i	i	i	i	13
COC(=O)c1cc(NC(=O)c2cccc(C(F)(F)F)c2)c(=O)oc1C	i	i	i	i	i	i	i	i	i	i	7
Cc1[nH]c(=O)[nH]c(=O)c1S(=O)(=O)N1CCCC(C(=O)NCCc2ccccc2)C1 (stereo unspecified)	i	i	i	i	i	i	i	i	i	i	2
O=C(Nc1ccc(S(=O)(=O)Nc2nccs2)cc1)c1cccc(S(=O)(=O)N2CCOCC2)c1	i	i	i	i	i	i	i	i	i	i	-4
CCn1c(C)cc(=O)cc1-c1ccc(Cl)cc1	i	i	i	i	i	i	i	i	i	i	0
CC(C)(C)C(=O)Nc1cccc(C(=O)Nc2cc(C(=O)O)cc(C(=O)O)c2)c1	i	i	i	i	i	i	i	i	i	i	-1
COc1ccccc1NC(=O)/C(C#N)=C/c1ccc(OCCN2CCOCC2)c(OC)c1	i	i	i	i	i	i	i	i	i	i	16
Nc1ccccc1-c1nc2ccccc2c(=O)o1	i	i	i	i	i	i	i	i	i	i	-6
O=C(COC(=O)c1ccncc1)Nc1cccc(Cl)c1	i	i	i	i	i	i	i	i	i	i	1
CCO[C@H]1OC(C(N)=O)=C[C@@H](C2CC2)[C@@H]1CCCO	i	i	i	i	nt	i	i	i	i	i	3

Later entries:
structure	MrgX1 ag	TRPC4 potent	TRPC6 inhibitor	TRPC4 act	ANO1 activ	TRPC4 block	MrgX1 allo act	MrgX1 antag	TRPC6 activator	ANO1 block	SKKanGAS inh
CN(c1ccccc1C(=O)NCc1ccco1)S(C)(=O)=O	i	i	i	i	i	i	i	i	i	i	8
CC(=O)N1CCN(C(=O)c2ccc(-c3cccc(C(F)(F)F)c3)o2)CC1	i	i	i	i	i	i	i	i	i	i	-3
CCOC(=O)C1CN(C(C)(C)C)C(=O)C1=O (stereo unspecified)	i	i	i	i	i	i	i	i	i	i	8
Cc1ccc(NC(=S)N(CCN(C)C)C(C)c2ccco2)cc1C (stereo unspecified)	i	i	i	i	i	i	i	i	i	i	-9
CCN(c1ccc(F)cc1)S(=O)(=O)c1cccc2nsnc12	i	i	i	i	i	i	i	i	i	i	-8

Whole records from above. Order of values: MrgX1 ag, TRPC4 potent, TRPC6 inhibitor, TRPC4 act, ANO1 activ, TRPC4 block, MrgX1 allo act, MrgX1 antag, TRPC6 activator, ANO1 block, SKKanGAS inh
CCOC(=O)C1CN(C(C)(C)C)C(=O)C1=O (stereo unspecified) as listed: i, i, i, i, i, i, i, i, i, i, 8
Cc1ccc(C)c(/C=C2\N=C(c3ccccc3F)OC2=O)c1 as listed: i, i, i, i, i, i, i, i, i, i, 0

High-throughput results: PubChem BioAssay, several laboratories
